Source: PubChem
Glioma ERSR ind = ER stress response induction in glioma; 420,000 compounds, 0.02% hits; Potency, µM, inactives show at the top dose activation, usual class: activators; U87-MG GRP78 promoter luciferase reporter, 16 h; note: potency is the fitted concentration of half-maximal effect; series mostly up to about 76 µM; % of control where 0% means no effect; nearly all actives have a fitted effect of over 35% in size
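ERSR induction read as luciferase luminescence (Bright-Glo, 10 min at room temperature) in stably transfected human U87-MG glioma cells exposed to compounds for 16 h, using GRP78 as sensor.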
Vif-APOBEC3G blk = blocks the Vif interaction with human APOBEC3G | Q9HC16 | HeLa A3G-eYFP + Vif (tagged APOBEC3G with the HIV-1 protein that degrades it), YFP fluorescence, overnight | Potency, µM (titrated, usually from 46.1 µM), without a hit: top-dose activity, negative = active, actives largely listed as inhibitors | 410,000 compounds, 0.076% hits | AID 602310;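 note: potency is the fitted concentration of half-maximal effect; % is set by controls: 0 for no effect and ±100 for the full control effect; nearly all actives have a fitted effect of over 60% in size; hits raise eYFP signal because A3G escapes Vif-driven loss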
Target sequence (Q9HC16 whole entry, looked up): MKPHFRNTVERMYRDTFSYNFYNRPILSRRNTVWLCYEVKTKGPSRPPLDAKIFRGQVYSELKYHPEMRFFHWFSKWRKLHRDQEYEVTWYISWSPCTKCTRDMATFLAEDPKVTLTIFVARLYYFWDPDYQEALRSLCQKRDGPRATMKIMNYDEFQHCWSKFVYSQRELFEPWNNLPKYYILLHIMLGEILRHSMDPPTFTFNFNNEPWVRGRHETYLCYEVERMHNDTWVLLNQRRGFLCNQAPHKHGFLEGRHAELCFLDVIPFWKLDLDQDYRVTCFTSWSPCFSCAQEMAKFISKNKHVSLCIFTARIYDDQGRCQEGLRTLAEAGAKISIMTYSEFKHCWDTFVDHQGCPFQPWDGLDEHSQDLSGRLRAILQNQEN
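HeLa cells stably expressing Vif and C-terminally eYFP-tagged A3G, seeded overnight at 37 deg C, then exposed to compound by pintool overnight at 37 deg C. Rise in yellow fluorescence (Ex 488/Em 500-530, Acumen) marks blocked Vif-driven A3G degradation.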
12-LOX inh = ALOX12 (human) lipoxygenase inhibition | P18054 | purified 12hLO, xylenol orange hydroperoxide absorbance | Potency, µM (doses to about 108 µM), without a hit: at the top dose activity change, negative = inhibition, usual class: inhibitors | 580,000 compounds, 1.1% hits; note: potency is the fitted concentration of half-maximal effect; % is set by controls: 0 for no effect and ±100 for the full control effect
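Hydroperoxide product was detected by ferrous iron/xylenol orange as the 573 to 405 nm absorbance ratio. Arachidonic acid at 40 uM (final) was turned over for 30 min at room temperature by 150 nM human 12hLO, pH 7.0 Hepes buffer, after 15 min compound preincubation.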
Vif-A3F inh = blocks the Vif interaction with APOBEC3F | HeLa A3F-eYFP + Vif (tagged APOBEC3F with the HIV-1 protein that degrades it), YFP fluorescence increase | Potency, µM (highest dose often 46.1 µM), for the others: top-dose activity, negative = active | 390,000 compounds, 0.2% hits; note: potency is the fitted concentration of half-maximal effect; % of control where 0% means no effect; nearly all actives have a fitted effect of over 65% in size
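HeLa cells stably expressing A3F-eYFP plus Vif, plated and incubated overnight at 37 deg C, then exposed to compounds overnight at 37 deg C. Blocked degradation read as raised yellow fluorescence (Ex 488/Em 500-530).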
LDHA inh = LDHA (human) enzyme inhibition; P00338; purified LDHA, NADH/diaphorase-resazurin fluorescence; active compounds read low; activity change, % (values are at about 110 or 230 µM); 480,000 compounds, 0.15% hits; AID 1347041; in the data active = activity change below about -30%; inconclusive = mostly about -25% to -30%;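 note: plate controls were DMSO wells for no effect and wells without enzyme for full effect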
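Resorufin fluorescence (ex540/em590), read at 0 and 20 min after diaphorase/resazurin addition, reports the NADH left after a 5 min room-temperature reaction of 2 nM human LDH5 with 0.06 mM NADH and 0.2 mM pyruvate.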
D2 ag = D2 dopamine receptor (human) agonism; HEK293 T-REx D2 cells, calcium flux agonist mode; 340,000 compounds, 0.53% hits; activation, % at 2 µM; P14416;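 active = activation over 3 SD above normal in the single-dose calcium agonist read, cut at about 30% in these data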; note: 0% is about no effect
Target sequence (P14416 whole entry, looked up): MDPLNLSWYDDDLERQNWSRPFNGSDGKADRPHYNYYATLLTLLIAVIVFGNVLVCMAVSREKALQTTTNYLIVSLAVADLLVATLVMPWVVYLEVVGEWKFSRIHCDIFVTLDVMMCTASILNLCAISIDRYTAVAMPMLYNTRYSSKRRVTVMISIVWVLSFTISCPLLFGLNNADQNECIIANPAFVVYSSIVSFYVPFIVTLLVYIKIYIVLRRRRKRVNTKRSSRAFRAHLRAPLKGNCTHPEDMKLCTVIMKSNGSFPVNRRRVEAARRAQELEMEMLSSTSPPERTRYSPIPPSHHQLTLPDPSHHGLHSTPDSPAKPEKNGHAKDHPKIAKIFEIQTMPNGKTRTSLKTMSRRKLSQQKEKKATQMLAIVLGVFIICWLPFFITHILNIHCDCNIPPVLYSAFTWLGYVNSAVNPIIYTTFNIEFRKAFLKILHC
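Agonism scored from kinetic calcium signal (1 read/sec, 180 s) following compound pin transfer, after a 10 s baseline. Cells: HEK293 Trex line expressing inducible D2 receptor coupled to calcium, dye-loaded after overnight culture at 30 C.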
D2 antag = D2 dopamine receptor (human) antagonism; HEK293 TREx D2 cells, calcium flux, dopamine EC80; P14416; inhibition, % at 10 µM; 340,000 compounds, 2% hits; in the data active = inhibition above about 30%; note: 0% is about no effect
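Read-out: kinetic calcium fluorescence (1 cycle/s) in inducible HEK293 T-REx D2 cells after an EC80 dopamine addition that followed 180 s compound preincubation. Loss of the dopamine response indicates antagonism.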
ERG-DNA inh = ERG Ets/DNA interaction inhibition; fluorescence polarization, His-ERG Ets domain / labelled DNA; 370,000 compounds, 0.028% hits; Potency, µM (top dose mostly 76.9 µM), for inactives: top-dose FP activity, negative = inhibition, usual class: inhibitors; P11308; active = well fitted inhibition curve with a large enough effect in the polarisation, with a control signal flat; inconclusive = small, poorly fitted or top-dose-only effect, or effect the other way, or a change in a side signal; inactive = no such curve, though single readings can be large or run the other way; the % refers to the polarisation;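 note: polarization taken with two DNA probes labelled with fluorescein and Texas red; potency is the fitted concentration of half-maximal effect; % of control where 0% means no effect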
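His-tagged ERG Ets domain (1 uM in the protein solution; 300mM KCl, 50mM Tris-HCl, 1mM EDTA, 1mM DTT, pH 7.5) received compound, then a probe mix of 5 nM fluorescein-DNA and 100nM Texas-615-DNA. Fluorescence polarization was read for both dyes.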
RGS4 inhibitor = inhibitors of human regulator of G protein signaling 4 | P49798 | Transcreener GDP fluorescence polarization, RGS4-accelerated GTP hydrolysis | Potency, µM (highest dose often 114 µM), inactives show top-dose activity change, negative = inhibition, hits mostly inhibitors | 390,000 compounds, 0.039% hits; note: potency is the fitted concentration of half-maximal effect; % is set by controls: 0 for no effect and ±100 for the full control effect; nearly all actives have a fitted effect of over 75% in size; some results filed as inactive show a strong effect at the top dose
Target sequence (P49798 whole entry, looked up): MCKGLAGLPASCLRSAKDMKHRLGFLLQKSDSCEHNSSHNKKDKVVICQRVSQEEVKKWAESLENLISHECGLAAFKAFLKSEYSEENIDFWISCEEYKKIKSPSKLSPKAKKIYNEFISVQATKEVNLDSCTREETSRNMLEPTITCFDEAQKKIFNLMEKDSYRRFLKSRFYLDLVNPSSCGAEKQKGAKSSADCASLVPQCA
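MLSMR compounds (23 nl, pin-transferred) preincubated 10 min at room temperature with a 500nM (2x) first reagent, then RGS4 at 900nM (2x) plus Transcreener GDP mix added; fluorescence polarization (620/688 nm) read before and after 90 min at 30 °C.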
* hit, by the source's call; ? = inconclusive; nt = not tested or not shown; & = joins results of further samples; [ ] = another dose, or the depositor's remark. Unless noted, calls come from the whole dose curve; as a rule, active = well fitted curve in the direction sought with a large enough effect; inconclusive = small, poorly fitted or top-dose-only effect, or another doubt; inactive = no such curve, though single readings can be large; an effect the other way counts as inactive or inconclusive. Not all compounds are listed (hit frequency here may not be typical).

SMILES	Glioma ERSR ind	Vif-APOBEC3G blk	12-LOX inh	Vif-A3F inh	LDHA inh	D2 ag	D2 antag	ERG-DNA inh	RGS4 inhibitor
O=C(CNC(=O)c1ccc(Cl)cc1Cl)OCc1nnc(-c2ccccc2)o1	0.2%	-3.2%	12.8%	-28.8%	-7.2	-0.4	-5.6	-0.4%	7.6%
O=C(Nc1ccccc1F)c1cc2nc(C(F)F)cc(C(F)F)n2n1	-2.1%	0.5%	-21.7%	0.5%	-5.2	0.3	-2.2	3.5%	1.0%
CCCCN(C(=O)c1ccccc1F)c1c(N)n(CCC)c(=O)[nH]c1=O	-6.0%	0.8%	0.1%	4.0%	-4.2	-1.2	-1.5	-5.3%	-15.2%
Cc1ccc(S(=O)(=O)N(C)C)cc1NC(=O)COC(=O)c1cccs1	-1.8%	0.4%	-38.2%	-0.9%	-8.0	nt	nt	nt	nt
O=C(c1ccccc1[N+](=O)[O-])N1CCCC(C(=O)N2CCCCCC2)C1 (stereo not drawn)	-3.5%	2.5%	15.2%	2.9%	-2.2	-0.1	-9.9	-6.7%	-2.2%
CC(C)(C)[C@H]1C=C(C(=O)N2CCN(Cc3ccc4c(c3)OCO4)CC2)O[C@@H](OCc2ccc(CO)cc2)C1	1.6%	-5.7%	3.4%	10.9%	-0.7	-0.5	-17.7	10.3%	15.6%
Cc1ccc(-c2csc(N(CCc3ccccc3)C(=O)COc3ccccc3)n2)cc1	-3.2%	-0.8%	0.0%	1.8%	-5.4	nt	nt	-0.4%	-5.7%
Cc1ccc(S(=O)(=O)NCC(Nc2cccc(Cl)c2)c2ccccc2)cc1 (stereo not drawn)	-6.3%	-5.3%	?	0.1%	4.7&-3.6	0.8	nt	-3.7%	13.4%
Cc1c(C(=O)NCC2CCCO2)oc2ccc(S(=O)(=O)N3CCCCC3)cc12 (stereo not drawn)	-1.2%	-1.8%	19.2%[57.4 µM]	2.9%	-2.4	0.3	-28.6	12.1%	-6.0%
CN(Cc1cnn(Cc2ccccc2)c1)C(=O)c1cccc(S(=O)(=O)N2CCOCC2)c1	-3.2%	?	43.3%[activator]	-11.9%	-0.3	1.0	5.9	-15.4%	18.2%
CCCc1nc2oc3c(NCCOCCO)ncnc3c2c2c1COC(C)(C)C2	-4.3%	0.7%	-7.8%	6.6%	3.2	-0.4	-39.4	4.9%	-20.7%
CC(OC(=O)COc1ccc(C#N)cc1)C(=O)Nc1ccc(Cl)cn1 (stereo not drawn)	-1.8%	-0.1%	8.4%	-2.3%	-4.7	-0.3	16.5	6.3%	0.3%
CCOC(=O)c1[nH]c2cc3c(cc2c1NC(=O)CN1CC(C)CC(C)C1)OCO3 (stereo not drawn)	-2.4%	-4.1%	-12.9%	-21.9%	1.8	-1.2	-2.9	-1.1%	-27.9%
COc1cc(/C=N/NC(=O)c2cccc([N+](=O)[O-])c2)ccc1OCc1ccccc1	-3.9%	4.5%	1.6%	-19.1%	-8.5	-2.0	-11.6	-0.6%	-1.9%
CCOC(=O)N1CCN(C(=O)CNC(=O)Cn2cnc3ccccc3c2=O)CC1	0.3%	0.8%	-5.2%	?	-3.7	-0.1	3.1	-1.2%	-14.6%
C/C(=N\Nc1nc(N2CCOCC2)nc(N2CCOCC2)n1)c1cccc([N+](=O)[O-])c1	-0.4%	4.9%	7.2%	14.5%	-3.4	-0.2	-14.2	4.9%	6.0%
CCc1cccc2c1NC(=O)C2=O	-2.1%	-7.2%	-3.7%	7.6%	3.5	nt	nt	6.9%	-13.2%
COc1cc2c(cc1OC)C(C)N(C(=O)CCc1c[nH]c3ccccc13)CC2 (stereo not drawn)	-0.9%	-17.0%	0.0%	-20.0%	-2.7	nt	nt	-6.6%	2.9%
O=C(/C=C/c1ccc(OCCCF)cc1)Nc1ccnc(-c2ccncc2)n1	-5.0%	1.4%	4.1%	9.9%	-0.5	2.1	-1.7	-4.0%	-2.0%
Cc1cc(C)nc(Nc2nc(C(N)Cc3ccc(F)cc3)cs2)n1 (stereo not drawn)	-6.5%	-19.7%	-5.0%	nt	8.1	nt	nt	nt	nt
Cc1occc1-c1nnc(SCC(=O)NC2CCCC2)n1C	-0.6%	-3.4%	15.3%	-4.4%	1.7	1.4	3.8	-2.9%	-27.9%
CC1(C)Cc2c(c(N3CCCC3)nc3sc4c(N5CCN(CCO)CC5)ncnc4c23)CO1	-2.2%	1.3%	-15.6%	-1.0%	5.1	-1.3	11.0	nt	-31.5%
CCc1ccc(-c2nc(C(N)=O)c3[nH]c(=O)n(-c4ccccc4OC)c3n2)cc1	-4.1%	-28.1%	-0.9%	-8.8%	-17.8	-0.2	9.3	-11.1%	-1.6%
CCn1c(C)c(C2N3CC4(C)CN2CC(CC)(C3)C4=O)c2ccccc21 (stereo not drawn)	-1.6%	2.1%	?	0.2%	2.6	-0.8	nt	-3.6%	-14.6%
CCC(C)N(C(=O)Cn1c(Cl)nc2c1c(=O)n(C)c(=O)n2C)C1CCS(=O)(=O)C1 (stereo not drawn)	-4.3%	0.1%	0.0%	-2.5%	-8.0	0.1	-6.4	-2.0%	3.8%
O=C(O)Cc1n[nH]c(=O)c2ccccc12	-3.4%	-4.5%	-16.0%	-0.2%	0.1	3.2	5.7	nt	-7.4%
CCCCN(CC)Cc1c(O)ccc2c(-c3ccccc3)cc(=O)oc12	-2.7%	-6.8%	-18.7%	1.4%	-10.5	-1.0	-10.2	11.5%	7.7%[11.4 µM]
Cc1cc(Cl)ccc1C(=O)C1CCCN(C(=O)c2cc(C(C)C)no2)C1 (stereo not drawn)	-3.1%	-2.1%	20.7%	8.4%	-17.2	nt	nt	-6.0%	5.4%
COc1ccc(NC(=O)CSc2nccn2Cc2ccco2)cc1	-3.7%	-1.3%	-9.3%	-1.6%	-1.4	-1.3	-2.2	7.2%	0.2%
Cc1ccccc1NC(=O)Cc1nnc(NC(=O)Nc2ccccc2F)s1	-2.2%	-4.5%	0.0%	-12.5%	-8.8	1.2	14.4	12.8%	-10.9%
Cc1c(OCC(=O)NCCCN2CCOCC2)ccc2c3c(c(=O)oc12)CCCC3	4.8%	2.0%	-1.3%	0.5%	-1.1	1.1	3.5	3.9%	16.8%[11.4 µM]
COC(=O)CN1C(=O)C(O)(CC(=O)c2ccc(C)cc2)c2cc(Br)ccc21 (stereo not drawn)	-2.6%	-2.6%	-11.1%	1.1%	2.9	0.5	-1.8	8.2%	-5.3%
Cc1cc2cc(C#N)c(SCC(=O)Nc3nonc3C)nc2cc1C	1.4%	?	8.2%	10µM*	-6.6	1.5	0.7	3.1%	-20.9%
O=Cc1cnc(N2CCN(Cc3ccccc3)CC2)s1	-0.3%	-1.4%	-5.8%	-7.2%	-3.5	0.3	-20.8	-1.4%	6.6%
CC(NC(=O)c1cc2sccc2n1C)c1ccc2c(c1)OCCO2 (stereo not drawn)	-3.4%	-3.9%	?	0.4%	0.9	-0.4	-28.6	-9.1%	-10.6%
CCOC(=O)/C(=C\c1ccc(Cl)cc1)c1nc2sc(C)c(C)c2c(=O)[nH]1	?	-29.0%	?	-28.1%	-7.8	0.4	9.6	-5.6%	?
Cc1ccc(CNC(=O)CCNS(=O)(=O)c2ccc3c(c2)oc(=O)n3C)cc1	-1.3%	4.8%	1.9%	-7.6%	-7.8	-0.5	nt	0.9%	-24.5%
Cc1nc2c(OCCN3C(=O)c4ccccc4C3=O)cccn2c1N(C)C(=O)CCC1CCCC1	-3.3%	-2.1%	-5.9%	nt	-5.5	nt	nt	nt	nt
Cc1cc(C(=O)N2CCN(c3ncccn3)CC2)sc1-c1ccccc1	-3.8%	-7.2%	-4.2%	-4.2%	-4.8	nt	nt	-3.5%	-11.1%
COc1ccc(CCNCC(O)COc2cccc(Br)c2)cc1 (stereo not drawn)	-9.7%	-20.6%	?	13.2%	-0.8	2.7	-6.1	5.9%	11.4%
COC(=O)c1ccccc1NC(=O)Cn1c(=O)n(Cc2ccccc2)c(=O)c2c(C)c(C)sc21	-2.8%	1.8%	-15.7%	7.0%	-0.6	0.5	-1.1	-8.8%	-5.0%
COc1ccc(C(=O)N(NC(=O)Oc2ccccc2)C(C)(C)C)cc1	-1.3%	-2.3%	0.0%	-7.6%	-5.3	0.0	-8.4	1.0%	9.3%
COc1ccc(NC(=O)C2CCN(C(=O)N3CCOc4ccccc43)CC2)cc1	-3.0%	1.8%	-17.5%	0.1%	-4.9	-0.6	nt	-5.6%	21.1%
CCN(CC)C(=O)c1sc(NC(=O)C(C)Sc2nc(-c3ccccc3)cc(C(F)(F)F)n2)c(C(=O)OC)c1C (stereo not drawn)	-4.0%	0.9%	-26.7%	7.2%	1.4	0.5	nt	20.4%	?
COc1cc(OC)nc(NC2OC(=O)c3ccccc32)n1 (stereo not drawn)	-1.7%	1.5%	-2.3%	5.1%	-6.7	-1.3	-2.1	-2.8%	26.1%
Cc1ccc(C2=NN(C(=O)CCC(=O)O)C(c3cn(-c4ccccc4)nc3-c3ccc(C)cc3)C2)cc1 (stereo not drawn)	-3.3%	-0.4%	-27.7%	5.4%	-4.9	nt	nt	1.8%	-13.9%
